# Compound activity: PubChem BioAssay, several laboratories
# BH1578 lux ind: inducers of Vibrio cholerae quorum light production without autoinducers, primary screen, BH1578 luxS cqsA deficient, single point; V. cholerae BH1578 lux reporter, luminescence, 6 h; activation, % at 18.7 µM; 350,000 compounds, 0.16% hits; in the data active = activation mostly above about 9.7%, no sharp cut-off; note: not every result past the cut was called active; inactives centre near 0; reference of the scale not given here
# BioA inh: M. tuberculosis BioA enzyme inhibitors, primary screen, biochemical, plate reader, single point, HTS | 7,8-diaminopelargonic acid synthase BioA (Mycobacterium tuberculosis) | purified M. tuberculosis BioA enzyme | inhibition, % at 9.99 µM | 360,000 compounds, 0.096% hits; in the data active = inhibition above about 40%
# FBA Mtb inh: Mtb FBA enzyme inhibitors, primary screen, biochemical, fluorescence, strain H37Rv | purified M. tuberculosis FBA, fluorescence read-out | inhibition, % at 1 µM | 360,000 compounds, 2.3% hits; in the data active = inhibition above about 27%;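 note: 0% = vehicle and 100% = reference inhibitor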
# Target sequence (P9WQA3 whole entry, looked up): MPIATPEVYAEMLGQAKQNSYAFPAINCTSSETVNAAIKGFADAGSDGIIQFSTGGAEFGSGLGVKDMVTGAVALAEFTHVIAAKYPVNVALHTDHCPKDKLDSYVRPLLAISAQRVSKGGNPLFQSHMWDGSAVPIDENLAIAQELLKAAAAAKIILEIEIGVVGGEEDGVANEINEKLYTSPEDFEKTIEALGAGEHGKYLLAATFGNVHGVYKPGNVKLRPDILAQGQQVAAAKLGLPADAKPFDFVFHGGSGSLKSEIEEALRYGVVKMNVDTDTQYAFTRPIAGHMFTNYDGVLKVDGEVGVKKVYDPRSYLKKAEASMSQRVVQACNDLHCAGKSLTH
# Mtb UGM inh: M. tuberculosis UGM enzyme inhibitors, primary screen, biochemical, fluorescence polarization, single point; UDP-galactopyranose mutase (Mycobacterium tuberculosis (strain ATCC 25618 / H37Rv)), …; purified UGM, fluorescence polarization probe displacement; inhibition, % at 10 µM; 320,000 compounds, 0.06% hits; AID 504406, 2011; in the data active = inhibition above about 10%, passing the limit was not always enough
# Target sequence (P9WIQ1 whole entry, looked up): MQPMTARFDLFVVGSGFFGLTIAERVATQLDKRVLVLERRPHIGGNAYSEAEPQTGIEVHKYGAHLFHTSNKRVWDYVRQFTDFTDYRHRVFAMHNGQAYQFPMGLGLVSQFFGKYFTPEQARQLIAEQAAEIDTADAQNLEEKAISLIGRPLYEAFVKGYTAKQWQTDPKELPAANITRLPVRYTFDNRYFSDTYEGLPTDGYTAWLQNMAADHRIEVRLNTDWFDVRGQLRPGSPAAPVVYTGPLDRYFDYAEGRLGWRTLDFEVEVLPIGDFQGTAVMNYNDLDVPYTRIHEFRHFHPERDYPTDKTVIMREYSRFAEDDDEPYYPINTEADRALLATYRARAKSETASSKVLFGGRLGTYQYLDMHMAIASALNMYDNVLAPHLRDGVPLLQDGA
# DUSP3 inh: VHR1 phosphatase inhibitors, primary screen, biochemical, absorbance, uHTS; Dual specificity protein phosphatase 3 (Homo sapiens), P51452; recombinant VHR phosphatase, pNPP absorbance; inhibition, % at 13.3 µM; 290,000 compounds, 0.52% hits; AID 1654, 2009; in the data active = inhibition above about 50%; note: some compounds called inactive have numbers as strong as hits
# Target sequence (P51452 whole entry, looked up): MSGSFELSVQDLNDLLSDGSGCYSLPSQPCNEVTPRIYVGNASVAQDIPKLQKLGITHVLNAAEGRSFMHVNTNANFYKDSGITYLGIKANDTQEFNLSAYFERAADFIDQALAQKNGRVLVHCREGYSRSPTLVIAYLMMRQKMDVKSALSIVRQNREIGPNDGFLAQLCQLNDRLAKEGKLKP
# GDH-TPI counter: GDH-TPI coupling enzyme inhibitors, primary screen, artefact control for M. tuberculosis FBA inhibitor project, biochemical, absorbance, full deck | GDH-TPI coupled enzyme counterscreen, NADH absorbance | inhibition, % at 4.8 µM | 360,000 compounds, 1.2% hits | AID 588335, 2011; in the data active = inhibition above about 30%;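 note: 0% = DMSO wells and 100% = wells lacking the enzyme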
# PriA SSB inh: inhibitors of Klebsiella pneumoniae PriA binding to SSB C-terminal tail, primary screen, biochemical, AlphaScreen; inhibition, % at 33 µM; PriA–SSB C-terminal tail interaction (Klebsiella pneumoniae); AlphaScreen SSBct-PriA binding, biotinylated peptide; 430,000 compounds, 0.6% hits; in the data active = inhibition mostly above about 37%, no sharp cut-off; inactive = mostly below about 20%;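 note: plate controls were negative control peptide for no effect and reference peptide for full effect; strong numbers were not always called active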
# SARS 3CLpro inh: SARS-CoV 3CLpro protease inhibitors, primary screen, biochemical, quenched FRET; Replicase polyprotein 1ab (Severe acute respiratory syndrome coronavirus), P0C6X7; recombinant SARS-CoV 3CLpro, quenched FRET peptide cleavage; inhibition, % at 6 µM; 290,000 compounds, 0.14% hits; in the data active = inhibition above about 12%
# Rv3671c inh: Rv3671c serine protease inhibitors, primary screen, biochemical, fluorescence polarization, M. tuberculosis H37Rv; inhibition, % at 5.96 µM; AID 2606, 2010; 320,000 compounds, 0.048% hits; in the data active = inhibition above about 38%;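 note: extracellular domain of Rv3671c used as enzyme; 0% = enzyme with DMSO and 100% = no enzyme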
# MazEF act: activators of E. coli MazEF toxin-antitoxin RNase, primary screen, biochemical, fluorescence, uHTS. Endoribonuclease toxin MazF (Escherichia coli (strain K12)), P0AE70. FAM/BHQ RNA-DNA oligo cleavage fluorescence, 5 h. activation, % at 20 µM. 350,000 compounds, 0.32% hits; in the data active = activation above about 50%
# The depositor's hits bear a star; i = inactive; · = not tested or not shown. These rows are one share of the data; count on the stated rates, not on these rows.
item	structure	BH1578 lux ind	BioA inh	FBA Mtb inh	Mtb UGM inh	DUSP3 inh
1	COc1ccc(N(C(=O)c2cccnc2)S(=O)(=O)c2ccc3c4c(cccc24)C(=O)N3C)cc1	i	·	2	-0.3	6
2	CCCOC(=O)c1cccc(Nc2nc(-c3cccnc3)nc3ccccc23)c1	i	·	6	-1.2	1
3	CN1CCC(=NNC(=O)c2ccco2)CC1	·	0.6	1	-0.4	-11
4	O=c1[nH]c(=O)n(C2CCCCC2)c(O)c1/C=N/N1CCCCC1c1cccnc1 (centres undefined)	-0.4	-1.5	-4	2.7	5
5	O=C(Nc1ccccc1C(=O)N1CCOCC1)c1ccco1	-0.4	-1.0	0	0.3	25
6	COc1ccc(CN(CC2CCCO2)S(=O)(=O)c2ccc(C(=O)O)cc2)cc1OC (centres undefined)	i	-0.9	0	2.3	-11
7	CCOc1ccc2nc(SC(CC)C(=O)Nc3cc(C)on3)sc2c1 (centres undefined)	·	-1.5	-3	-1.1	1
8	Cn1c(=O)c2c(-c3ccccc3)n(Cc3cccnc3)cc2n(C)c1=O	i	0.5	6	-1.1	11

item	GDH-TPI counter	PriA SSB inh	SARS 3CLpro inh	Rv3671c inh	MazEF act
1	10	-24	-1	2	-6
2	2	-14	-1	-55	-6
3	6	4	4	-1	-2
4	-12	·	3	4	0
5	1	-4	-3	-6	9
6	-4	-9	2	5	3
7	9	-7	-8	-3	1
8	0	9	-5	4	2

# Other entries.
item	structure	BH1578 lux ind	BioA inh	FBA Mtb inh	Mtb UGM inh	DUSP3 inh
9	CS(=O)(=O)Nc1cccc(-c2cnc3ccccc3n2)c1	i	·	2	0.7	5
10	O=C(O)c1ccc(N2C(=O)Nc3ccccc3N2O)cc1	-0.3	·	-2	-0.1	-29
11	CCN(CC)CCN(Cc1cc2cccc(C)c2[nH]c1=O)C(=S)Nc1ccccc1	i	·	1	-0.9	25
12	Cn1c(Cc2cccs2)n[nH]c1=S	-3.0	0.2	-3	-1.3	8
13	O=C(CSc1n[nH]c(-c2ccccc2)n1)N1CCCC1	-0.2	-1.5	2	-0.8	3
14	Cc1cccc(CNC(=O)Nc2nnc([C@@H]3C[C@H](O)[C@@H](CO)O3)s2)c1	-0.3	0.0	-1	·	·
15	COC(=O)CSc1ncc(S(=O)(=O)c2ccccc2)c(=O)[nH]1	i	-1.2	8	1.5	22
16	C[C@]12CCC(=O)C=C1CC[C@@H]1C2CC[C@]2(C)C(=O)CCC12 (some centres undefined)	i	5.7	0	1.2	-15

item	GDH-TPI counter	PriA SSB inh	SARS 3CLpro inh	Rv3671c inh	MazEF act
9	19	5	2	-1	-11
10	-7	-2	3	2	6
11	4	2	-1	0	7
12	14	-17	4	-11	-3
13	-3	-4	-9	-13	3
14	14	·	·	·	·
15	2	3	-5	-2	5
16	14	-5	1	6	-1

# Continued:
item	structure	BH1578 lux ind	BioA inh	FBA Mtb inh	Mtb UGM inh	DUSP3 inh
17	O=C(Nc1ccc2c(c1)CCC2)c1ccc(Cl)nc1	0.4	5.7	5	0.8	6
18	NN=C(N)N	0.6	-1.2	-3	0.5	·
19	Cn1c(=O)oc2cc(S(=O)(=O)N3CCC(C(=O)Nc4ccc(OC(F)(F)F)cc4)CC3)ccc21	-0.4	-1.6	-2	1.9	-9
20	COCCNC(=O)C1(C)CCN(C(=O)c2ccc3ccccc3n2)C1 (centres undefined)	0.2	-0.5	-4	·	·
21	CC(OC(=O)c1cc(=O)[nH]c2ccccc12)C(=O)NCc1ccccc1 (centres undefined)	-0.9	-0.1	2	4.3	·
22	O=c1[nH]cc(S(=O)(=O)N2CCCc3ccccc32)c(=O)[nH]1	-0.3	·	1	1.6	·
23	O=C(O)c1ccc(N=C2c3ccccc3-c3ccccc32)cc1	·	·	-2	·	·
24	Cc1ccc(S(=O)(=O)N2CCOCC2)cc1C(=O)NCCCN1CCCC1=O	0.5	-4.0	4	·	·

item	GDH-TPI counter	PriA SSB inh	SARS 3CLpro inh	Rv3671c inh	MazEF act
17	-1	9	4	2	1
18	-4	-11	·	0	11
19	5	-12	1	-3	-7
20	2	·	·	·	·
21	11	-7	·	-1	3
22	4	-12	·	-5	7
23	4	-6	·	·	5
24	5	·	·	·	4

# Additional results follow.
item	structure	BH1578 lux ind	BioA inh	FBA Mtb inh	Mtb UGM inh	DUSP3 inh
25	O=C(CCC1CCCC1)Nc1ccc(C(=O)NCc2cccnc2)cc1	-0.2	·	-2	-2.0	30
26	Cc1onc(-c2c(Cl)cccc2Cl)c1C(N)=O	14	1.5	-1	-0.7	13
27	COc1ccc(NC(=O)CS(=O)(=O)Cc2ccccc2)c([N+](=O)[O-])c1	0.7	-1.6	0	-1.3	44
28	Cc1ccc(C(=O)Cn2cnc3ccccc3c2=O)cc1C	-0.1	·	-2	0.3	-21
29	Cc1ccc(NC(=O)NNC(=O)COc2ccc3ccccc3c2)cc1	0.5	-0.2	5	-1.0	10
30	O=C(NCCC1=CCCCC1)NC12CC3CC(CC(C3)C1)C2	i	1.0	4	1.0	22
31	O=C(CCN1CCOCC1)c1ccc(N2CCCCC2)cc1	0.6	-1.7	-1	-1.4	·
32	C=CCC1(CC=C)CC(Cc2cnccn2)N(C(=O)OC(C)(C)C)C1 (centres undefined)	-0.4	0.4	1	·	·

item	GDH-TPI counter	PriA SSB inh	SARS 3CLpro inh	Rv3671c inh	MazEF act
25	8	0	4	-6	1
26	3	-3	-2	-3	5
27	11	4	-3	-6	-2
28	0	-24	7	-2	1
29	10	8	5	-17	-13
30	2	-17	1	2	2
31	13	-20	·	4	1
32	8	·	·	·	1

# Compound profiles (already shown). Order of screens: BH1578 lux ind	BioA inh	FBA Mtb inh	Mtb UGM inh	DUSP3 inh	GDH-TPI counter	PriA SSB inh	SARS 3CLpro inh	Rv3671c inh	MazEF act
# Profile of O=C(CCC1CCCC1)Nc1ccc(C(=O)NCc2cccnc2)cc1 → -0.2	·	-2	-2.0	30	8	0	4	-6	1
# Profile of Cc1ccc(C(=O)Cn2cnc3ccccc3c2=O)cc1C → -0.1	·	-2	0.3	-21	0	-24	7	-2	1

# (continued)
item	structure	BH1578 lux ind	BioA inh	FBA Mtb inh	Mtb UGM inh	DUSP3 inh
33	CCOC(=O)C(O)(c1ccc(NC(=O)c2ccc(Cl)c(Cl)c2)cc1)C(F)(F)F (centres undefined)	-0.9	4.9	0	-5.2	12
34	Cc1cc(C)nc(SCCS(=O)Cc2ccc(Cl)cc2)n1 (centres undefined)	-0.2	·	1	1.4	-4
35	COc1cc(CC(NC(C)=O)C(=O)NC2CCN(C(=O)Nc3ccc(C)cc3)CC2)cc(OC)c1 (centres undefined)	i	-0.7	2	2.6	-5
36	Cc1sc(NC(=O)CSc2nnnn2C)c(C#N)c1C	i	-2.1	0	-1.8	9
37	CCCN1CNC(=S)N(c2ccccc2OCC)C1	-0.2	1.0	1	-0.4	7
38	O=C(CNC(=O)c1ccc2c(c1)OCCO2)N=Nc1c(O)[nH]c2ccccc12	i	-0.2	-2	2.9	6
39	Cn1c(=O)[nH]c(=O)c2c1nc(CN(Cc1ccccc1)Cc1ccccc1)n2CCN1CCOCC1	-0.5	0.3	2	2.8	33
40	CC(OC(=O)CNC(=O)c1cccs1)C(=O)Nc1ccc(S(N)(=O)=O)cc1 (centres undefined)	i	0.3	4	1.8	·

item	GDH-TPI counter	PriA SSB inh	SARS 3CLpro inh	Rv3671c inh	MazEF act
33	2	1	3	-30	-5
34	2	-19	2	5	41
35	11	3	-1	-6	-3
36	1	-7	2	6	4
37	4	-1	7	6	2
38	23	4	-3	-6	13
39	12	-5	-2	7	6
40	9	36	·	1	8

# Copied from the list.
# cpd 35 @ FBA Mtb inh = 2
# cpd 38 @ MazEF act = 13
# cpd 33 @ DUSP3 inh = 12

# (further entries)
item	structure	BH1578 lux ind	BioA inh	FBA Mtb inh	Mtb UGM inh	DUSP3 inh
41	O=C1C2CCCCN2C(=O)N1CCN1CCN(c2cccc(Cl)c2)CC1 (centres undefined)	-0.9	-0.1	0	·	·
42	COC(=O)CN1C(=O)[C@H]2[C@@H](/C=C/c3ccccc3)N3C(=O)CN(CCO)C(=O)[C@@]3(Cc3ccccc3)[C@H]2C1=O	-11	-1.8	0	-2.8	20
43	CCCCCN(C(=O)CCC(=O)OCC(=O)N(C)Cc1ccc(C)cc1)c1c(N)n(CCCC)c(=O)[nH]c1=O	i	-1.5	1	3.7	-9
44	O=S(=O)(Cc1ccc(Cl)cc1)c1ncc(CO)n1Cc1ccccc1	0.4	-4.2	2	-1.8	13

item	GDH-TPI counter	PriA SSB inh	SARS 3CLpro inh	Rv3671c inh	MazEF act
41	1	-6	·	·	4
42	11	-28	-3	8	2
43	7	0	2	-1	5
44	-5	-11	1	-6	-6

# Gathered by group, those above with a furan ring, fused or not (2)
item	structure	BH1578 lux ind	BioA inh	FBA Mtb inh	Mtb UGM inh	DUSP3 inh
3	CN1CCC(=NNC(=O)c2ccco2)CC1	·	0.6	1	-0.4	-11
5	O=C(Nc1ccccc1C(=O)N1CCOCC1)c1ccco1	-0.4	-1.0	0	0.3	25

item	GDH-TPI counter	PriA SSB inh	SARS 3CLpro inh	Rv3671c inh	MazEF act
3	6	4	4	-1	-2
5	1	-4	-3	-6	9

# Of the compounds above, these have an aryl thioether with sulfur outside any ring.
item	structure	BH1578 lux ind	BioA inh	FBA Mtb inh	Mtb UGM inh	DUSP3 inh
7	CCOc1ccc2nc(SC(CC)C(=O)Nc3cc(C)on3)sc2c1 (centres undefined)	·	-1.5	-3	-1.1	1
13	O=C(CSc1n[nH]c(-c2ccccc2)n1)N1CCCC1	-0.2	-1.5	2	-0.8	3
15	COC(=O)CSc1ncc(S(=O)(=O)c2ccccc2)c(=O)[nH]1	i	-1.2	8	1.5	22
34	Cc1cc(C)nc(SCCS(=O)Cc2ccc(Cl)cc2)n1 (centres undefined)	-0.2	·	1	1.4	-4
36	Cc1sc(NC(=O)CSc2nnnn2C)c(C#N)c1C	i	-2.1	0	-1.8	9

item	GDH-TPI counter	PriA SSB inh	SARS 3CLpro inh	Rv3671c inh	MazEF act
7	9	-7	-8	-3	1
13	-3	-4	-9	-13	3
15	2	3	-5	-2	5
34	2	-19	2	5	41
36	1	-7	2	6	4
